# Bioassay records (PubChem)
# RXFP1 agonist: qHTS Assay for Agonists of the Relaxin Receptor RXFP1 | Relaxin receptor 1 (Homo sapiens), Q9HBX9 | HEK293T-RXFP1 cAMP TR-FRET, 30 min; response scale: percent of porcine relaxin response, buffer zero | Potency, µM (highest dose often 57.5 µM), for the others: at the highest dose activation, hits mostly activators | hit rate 0.3% among 370,000; note: potency is the fitted concentration of half-maximal effect; % is set by controls: 0 for no effect and ±100 for the full control effect; nearly all actives have a fitted effect of over 60% in size; many of its hits are not listed in these tables
#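 Agonist response is measured as cAMP accumulation in an RXFP1-transfected HEK293T line under PDE4 inhibition. Values are scaled between buffer-only and 29 nM porcine relaxin, and EC50s come from standard Hill equation fits.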
# TrxR1 substrate: qHTS Assay for Substrates of Mammalian Selenoprotein Thioredoxin Reductase 1 (TrxR1): qHTS; purified TrxR1 substrate turnover, NADPH consumption readout; Potency, µM (top dose mostly 114 µM), for inactives: top-dose activity change, negative = substrate turnover; hit rate 0.01% among 390,000; Thioredoxin reductase 1, cytoplasmic (Rattus norvegicus), O89049; note: potency is the fitted concentration of half-maximal effect; % is set by controls: 0 for no effect and ±100 for the full control effect; nearly all actives have a fitted effect of over 50% in size
#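 Rat TrxR1, dispensed at 90 nM, was prereduced with 400 uM NADPH (final) for 5 min at ~22 deg C, then incubated with compound 15 min before 400 uM selenite. A first-read NADPH fluorescence drop versus no-compound background flagged substrates.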
# mIDH1 inhibitor: qHTS for Inhibitors of mutant isocitrate dehydrogenase 1 (IDH1): qHTS; Isocitrate dehydrogenase [NADP] cytoplasmic (Homo sapiens), O75874; IDH1-R132H enzyme, NADPH consumption, diaphorase/resazurin fluorescence; Potency, µM (highest dose often 76.6 µM), inactives show top-dose activity change, negative = inhibition, hits mostly inhibitors; hit rate 0.093% among 390,000; note: potency is the fitted concentration of half-maximal effect; % is set by controls: 0 for no effect and ±100 for the full control effect; nearly all actives have a fitted effect of over 65% in size
# Target sequence (O75874 whole entry R132H, stated change not applied): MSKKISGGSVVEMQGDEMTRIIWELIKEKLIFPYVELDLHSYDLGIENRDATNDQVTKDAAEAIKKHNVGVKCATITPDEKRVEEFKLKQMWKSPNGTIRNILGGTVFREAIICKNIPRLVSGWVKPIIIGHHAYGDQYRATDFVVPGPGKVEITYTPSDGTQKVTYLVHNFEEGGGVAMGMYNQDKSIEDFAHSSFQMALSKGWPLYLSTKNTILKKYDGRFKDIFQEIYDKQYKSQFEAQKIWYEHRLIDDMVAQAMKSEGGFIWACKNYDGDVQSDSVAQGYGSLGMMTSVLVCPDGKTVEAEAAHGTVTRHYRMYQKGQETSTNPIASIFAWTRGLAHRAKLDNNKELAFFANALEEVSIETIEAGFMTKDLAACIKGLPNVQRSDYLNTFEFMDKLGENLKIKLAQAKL
#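 IDH1-R132H (0.5 ug/mL) preincubated 30 min with compound, then NADPH (0.016 mM) and alpha-KG (2 mM) added; 80 min at RT, pH 7.5. Remaining NADPH coupled via diaphorase/resazurin to fluorescence (540/590 nm); concentration-response curves normalized to no-enzyme control.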
# USP1-UAF1 inh: Inhibitors of USP1/UAF1: Primary Screen | Ubiquitin carboxyl-terminal hydrolase 1 (Homo sapiens), O94782 | recombinant USP1/UAF1, Ub-Rhodamine cleavage fluorescence | Potency, µM (highest dose often 57.1 µM), for inactives: at the top dose activity change, negative = inhibition, hits mostly inhibitors | hit rate 0.23% among 390,000; note: potency is the fitted concentration of half-maximal effect; % is set by controls: 0 for no effect and ±100 for the full control effect; nearly all actives have a fitted effect of over 60% in size; inactives centre near -12
#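 High-throughput fluorogenic screen: 1nM USP1/UAF1 complex, Ub-Rho substrate 150nM final, 50mM HEPES pH 7.8 with 0.5mM EDTA, 0.1 mg/ml BSA, 1mM TCEP and 0.01% Tween-20.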
# PI4K2A block: qHTS for small molecular inhibitors of PI4K2A; activity change, negative = inhibition, % at 76.9 µM; hit rate 0.13% among 420,000; Phosphatidylinositol 4-kinase type 2-alpha (Homo sapiens), Q9BTU6; purified PI4K2A, ADP-Glo luminescence, 1 h; active compounds read low; in the data active = activity change below about -50%; inconclusive = mostly about -30% to -49%;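 note: -100% = wells without enzyme as full effect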
# Target sequence (Q9BTU6 whole entry, looked up): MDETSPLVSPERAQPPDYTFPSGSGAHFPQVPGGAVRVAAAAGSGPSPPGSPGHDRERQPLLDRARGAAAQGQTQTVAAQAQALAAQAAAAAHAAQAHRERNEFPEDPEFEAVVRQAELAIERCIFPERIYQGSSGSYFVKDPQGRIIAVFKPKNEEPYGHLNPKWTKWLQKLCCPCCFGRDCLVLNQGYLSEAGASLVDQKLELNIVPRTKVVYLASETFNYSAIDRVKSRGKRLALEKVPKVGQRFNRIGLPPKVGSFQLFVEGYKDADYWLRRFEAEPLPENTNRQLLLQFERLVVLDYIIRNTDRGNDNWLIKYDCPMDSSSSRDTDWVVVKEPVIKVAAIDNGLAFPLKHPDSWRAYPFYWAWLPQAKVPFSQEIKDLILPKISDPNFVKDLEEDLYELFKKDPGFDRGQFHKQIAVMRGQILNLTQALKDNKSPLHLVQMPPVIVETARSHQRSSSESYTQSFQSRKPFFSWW
#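 PI4K2A activity was measured by ADP-Glo luminescence: enzyme (4 ug/mL stock) and phosphatidylinositol (1.2 mM stock) in Tris pH 7.5/MgCl2/EGTA/Triton X-100 buffer were reacted with ATP (300 microM stock) for one hour at ambient temperature.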
# LDHA inh: qHTS assay for inhibitors of human lactate dehydrogenase; hit rate 0.15% among 480,000; purified LDHA, NADH/diaphorase-resazurin fluorescence; active compounds read low; activity change, % (values are at about 110 or 230 µM); in the data active = activity change below about -30%; inconclusive = mostly about -25% to -30%;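 note: plate controls were DMSO wells for no effect and wells without enzyme for full effect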
#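 Resorufin fluorescence (ex540/em590), read at 0 and 20 min after diaphorase/resazurin addition, reports the NADH left after a 5 min room-temperature reaction of 2 nM human LDH5 with 0.06 mM NADH and 0.2 mM pyruvate.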
# Vif-APOBEC3F blk: qHTS for Inhibitors of Vif-A3F Interactions: qHTS. HeLa A3F-eYFP + Vif (tagged APOBEC3F with the HIV-1 protein that degrades it), YFP fluorescence increase. Potency, µM (doses to about 46.1 µM), for inactives: top-dose activity, negative = active. hit rate 0.2% among 390,000. AID 602313, 2012; note: potency is the fitted concentration of half-maximal effect; % of control where 0% means no effect; nearly all actives have a fitted effect of over 65% in size
#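 HeLa cells stably expressing Vif plus C-terminally eYFP-tagged A3F were seeded, incubated overnight at 37 deg C, dosed with compound, incubated overnight again at 37 deg C. Yellow fluorescence (Ex 488/Em 500-530) reported blocked Vif-mediated A3F-eYFP degradation.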
# GRP78 ERSR act: qHTS for Inducers of the Endoplasmic Reticulum Stress Response (ERSR) in Human Glioma: qHTS; U87-MG GRP78 promoter luciferase reporter, 16 h; Potency, µM, for inactives: at the top dose activation, usual class: activators; hit rate 0.02% among 420,000; note: potency is the fitted concentration of half-maximal effect; series mostly up to about 76 µM; % of control where 0% means no effect; nearly all actives have a fitted effect of over 35% in size
#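 Stably transfected U87-MG human glioma cells carrying a GRP78-based luminescent sensor were seeded at 1000 cells/well, pin-dosed with compounds and incubated 16 h. Luciferase reagent was then added, and end-point luminescence was read after 10 min at room temperature.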
# Vif-A3G inh: qHTS for Inhibitors of Vif-A3G Interactions: qHTS. DNA dC->dU-editing enzyme APOBEC-3G (Homo sapiens), Q9HC16. HeLa A3G-eYFP + Vif (tagged APOBEC3G with the HIV-1 protein that degrades it), YFP fluorescence, overnight. Potency, µM (titrated, usually from 46.1 µM), for inactives: top-dose activity, negative = active, hits mostly inhibitors. hit rate 0.076% among 410,000;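 note: potency is the fitted concentration of half-maximal effect; % is set by controls: 0 for no effect and ±100 for the full control effect; nearly all actives have a fitted effect of over 60% in size; hits raise eYFP signal because A3G escapes Vif-driven loss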
#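 Read-out is eYFP fluorescence (Ex 488/Em 500-530) from Vif-expressing HeLa A3G-eYFP cells; more signal means A3G escaped Vif-mediated degradation. Cells plated overnight, compound pinned in, incubated overnight at 37 deg C.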
# Numbers without * were called inactive; ? = inconclusive; / = not tested or not shown; & = joins results of further samples; [ ] = another dose, or the depositor's remark. Unless noted, calls come from the whole dose curve; as a rule, active = well fitted curve in the direction sought with a large enough effect; inconclusive = small, poorly fitted or top-dose-only effect, or another doubt; inactive = no such curve, though single readings can be large; an effect the other way counts as inactive or inconclusive.
Molecule	Vif-APOBEC3F blk	PI4K2A block	Vif-A3G inh	mIDH1 inhibitor	GRP78 ERSR act	TrxR1 substrate	LDHA inh	RXFP1 agonist	USP1-UAF1 inh
CC1CCN(S(=O)(=O)N2CCC(C(=O)NCc3cccnc3)CC2)CC1	1%	-7	-3%	-7%	-3%	2%	1	0.0%	-5%
Cc1cc(-c2ccc(C)c(S(=O)(=O)Nc3cccc(C#N)c3)c2)on1	-2%	0	-10%	-3%	-1%	2%[57.1 µM]	-3	0.6%	-21%
CCN(C(=O)c1cnc2ccc(C)cn2c1=O)c1ccccc1	2%	0	-2%	-7%	-3%	-14%	-1	1.4%	9%
CCOC(=O)c1c(C)[nH]c(C(=O)OCC(=O)Nc2sccc2C(N)=O)c1C	-14%	-3	-22%	1%	-5%	12%	-3	-0.2%	-16%
CCCCc1nc(Cl)c(C#N)c2c1CCC2	10%	-5	0%	14%	0%	4%	-1	1.6%	-19%
CCc1nc(C)cn1S(=O)(=O)c1cc([N+](=O)[O-])ccc1Cl	-6%	1	?	-4%	-2%	1%[57.1 µM]	-3	4.2%	-4%
COc1cc(/C=N/NC(=O)NC2CCCCC2)cc(OC)c1O	-10%	-10	-7%	1%	-2%	6%[57.1 µM]	1	7.1%	-23%
O=C(c1cccc(S(=O)(=O)N2CCOCC2)c1)N(Cc1ccco1)Cc1cccs1	1%	1	2%	15%	-3%	-3%	-4	-0.4%	-23%
CCN(c1cccc(C)c1)S(=O)(=O)c1cc2c(cc1C)n(C)c(=O)c(=O)n2C	0%	1	0%	-6%	-2%	0%	-4	10%	-8%
COc1ccc(N2CCN(C(=O)Cn3cnc4c(cnn4-c4ccc(C)cc4)c3=O)CC2)cc1	-1%	0	2%	0%	-5%	5%[57.1 µM]	-10	0.0%	-13%
COc1cccc(NC(=O)C2CCCC2)c1	-4%	-1	-1%	9%	-2%	5%	-8	0.5%	-34%
CNc1ccccc1NC(=O)C1CCCN1C(=O)OCc1ccccc1 (configuration not stated)	-1%	0	2%	8%	3%	0%	-1	-5.0%	-11%
O=C(NC(=S)N1CCN(c2ccccc2)CC1)c1c(F)cccc1F	?	2	-4%	-7%	-1%	1%	-1	4.7%	-11%
COc1cc(C2C=C(C(=O)O)Nc3ncnn32)ccc1O (configuration not stated)	1%	0	2%	6%	-1%	-6%	4	2.0%	-28%
O=C(Nc1ccc(Cl)c(Cl)c1)Nn1cnnc1	-7%	4	9%	9%	-3%	-1%	-1	0.7%	-24%

# Additional results follow:
Molecule	Vif-APOBEC3F blk	PI4K2A block	Vif-A3G inh	mIDH1 inhibitor	GRP78 ERSR act	TrxR1 substrate	LDHA inh	RXFP1 agonist	USP1-UAF1 inh
COc1ccc(C(=O)NCc2nnc(SCC(=O)Nc3nnc(C)s3)o2)cc1OC	-8%	2	0%	-8%	-2%	5%	1	-0.4%	-20%
CCc1ccc(N(C(=O)c2ccco2)C(C(=O)NC2CCCC2)c2ccncc2)cc1 (configuration not stated)	9%	3	0%	-11%	12%	7%[57.1 µM]	0	0.9%	-13%
CC1(C(=O)N2CCN(c3ccc([N+](=O)[O-])cc3)CC2)CC1(Cl)Cl (configuration not stated)	5%	8	2%	6%	-3%	-11%	-1	1.6%	-12%
COc1cc2c(cc1OC)C(c1ccsc1)CC(=O)N2 (configuration not stated)	-3%	-13	0%	-4%	-1%	-9%	-4	0.0%	-3%
Cc1ccc(N2Cc3ccccc3C2=O)cc1	4%	-23	1%	1%	-6%	0%	-11	-0.4%	-7%
COc1cc(NC(=O)c2ccccc2[N+](=O)[O-])ccc1NC(=O)c1cc2ccccc2o1	-6%	-2	-2%	-1%	-1%	-14%	-3	/	2%
OC(COCc1ccccc1)CN1CCN(c2ccccc2F)CC1 (configuration not stated)	-10%	8	1%	4%	-1%	0%	0	1.7%	-4%
S=C(NCC1COc2ccccc2O1)Nc1ccccc1 (configuration not stated)	-25%	-1	2%	0%	-1%	-11%	-2	-0.8%	-10%
COc1cc(CN2CCN(Cc3ccc(C)cc3)C(CCO)C2)ccc1O (configuration not stated)	12%	4	1%	-6%	-3%	8%	-1	-1.0%	1%
CCCCC(=O)Nc1nnc(SCc2cc(=O)n3cc(C)ccc3n2)s1	-10%	-3	0%	2%	0%	5%[57.1 µM]	-9	15%	-1%
Cc1ccc2c(c1)C(c1ccncc1)=NNC(c1cccnc1)=N2	-17%	-1	-1%	-1%	-4%	8%[57.1 µM]	0	0.9%	-20%
Cc1ccc2c(CSc3nnc(C4CC4)n3N)cc(=O)oc2c1C	2%	-4	-5%	-2%	-5%	-4%	-6	0.1%	-12%
Cc1c(O)c(S(=O)c2ccccc2)c(=O)n(-c2ccccc2)c1-c1ccccc1 (configuration not stated)	1%	-1	3%	-2%	-4%	-7%	-2	-0.1%	-3%
CCn1c(=O)c(C(=O)CN(C)CC(=O)Nc2ccccc2Br)c(N)n(Cc2ccccc2)c1=O	-7%	3	1%	8%	-7%	0%	-3	0.2%	-13%
CCc1cccc(NC(=O)COC(=O)CSc2ccc(C)cc2)c1	-15%	-6	2%	6%	0%	/	0	/	-2%

# Limited to USP1-UAF1 inh, LDHA inh and Vif-APOBEC3F blk (2 entries from above):
Structure | USP1-UAF1 inh | LDHA inh | Vif-APOBEC3F blk
CCCCc1nc(Cl)c(C#N)c2c1CCC2 | -19% | -1 | 10%
CCc1nc(C)cn1S(=O)(=O)c1cc([N+](=O)[O-])ccc1Cl | -4% | -3 | -6%

# Next part
Molecule	Vif-APOBEC3F blk	PI4K2A block	Vif-A3G inh	mIDH1 inhibitor	GRP78 ERSR act	TrxR1 substrate	LDHA inh	RXFP1 agonist	USP1-UAF1 inh
COc1ccc(NC(=O)c2cc([N+](=O)[O-])ccc2N2CCCC2)cc1	-3%	4	2%	-4%	3%	-3%[57.1 µM]	-5	0.9%	-13%
O=C(NC(Cc1c[nH]c2ccccc12)C(=O)N1CCOCC1)c1cccs1 (configuration not stated)	2%	5	-2%	-2%	-4%	-4%	-11	0.5%	-1%
CC(C)C(NS(=O)(=O)/C=C/c1ccccc1)C(=O)NCc1ccc(F)cc1 (configuration not stated)	0%	3	-1%	-9%	-1%	-5%	-13	-1.8%	-8%
CCOc1ccc(C2Nc3ccccc3NC3=C2C(=O)CC(C)(C)C3)cc1OC (configuration not stated)	-6%	1	-3%	6%	-9%	-16%	3	2.3%	-7%
COc1cc(C=Nc2c(C)cc(C)cc2C)ccc1OC(C)=O	-1%	-7	-9%	1%	-5%	-6%	-10	-1.8%	-22%
O=C(Nc1ccccc1)SC1CCCCC1	3%	3	0%	2%	5%	-10%	-1	/	-3%
COCCNC(=O)CSc1nc2cc3c(cc2c(=O)n1Cc1ccc(C(=O)NCCc2ccc(OC)c(OC)c2)cc1)OCO3	0%	-9	8%	39%[activator]	5%	1%[57.1 µM]	-14	0.0%	-26%
COc1ccc(C(=O)Nc2ccc(Nc3ccccc3)cc2)cc1Br	0%	9	1%	4%	-1%	5%[57.1 µM]	-9	/	-6%
CC(=O)Cn1c(=O)c2c(nc3n2CCCN3Cc2ccccc2)n(C)c1=O	5%	-3	0%	2%	-4%	7%	-8	0.2%	-8%
COCCNc1nc2c(c(=O)n(Cc3ccccc3F)c(=O)n2C)n1C	0%	-1	-1%	-4%	-2%	-4%	-1&2	-0.3%	-4%
COC(=O)CCN(C(=O)c1cc(OC)c(OC)c(OC)c1)c1ccccn1	0%	-2	1%	-1%	-5%	4%	-1	-0.5%	10%
CNC(=S)N/N=C/c1ccc(-c2cc([N+](=O)[O-])ccc2Cl)o1	1%	-2	-3%	16%	-1%	8%[57.1 µM]	-9	0.0%	3%
Fc1ccc(Nc2nc(NCc3ccco3)c3ccccc3n2)cc1	6%	2	-19%	?	-12%	18%	-8	2.6%	-9%
Cc1ccc(NC(=O)COc2coc(CN3CCc4ccccc4C3)cc2=O)cc1Cl	-7%	1	-2%	1%	-1%	1%	-1	0.8%	-2%
COc1ccc(NC(=O)CC2Oc3ccccc3NC2=O)c(OC)c1 (configuration not stated)	-1%	5	-1%	9%	1%	6%	-6	1.7%	-15%
O=[N+]([O-])c1ccccc1/C=C/C=N/N1CCCCC1	-1%	4	2%	1%	0%	6%[57.1 µM]	2	0.7%	-13%
C[C@@H]1CN([C@@H](C)CO)C(=O)c2cc(C#CCN(C)C)cnc2O[C@H]1CN(C)Cc1ccc2c(c1)OCO2	-5%	-3	1%	5%	-2%	/	0	/	-30%
CC1CC(C)CN(c2oc(-c3ccc(OCc4ccccc4Cl)cc3)nc2C#N)C1 (configuration not stated)	/	/	-1%	/	0%	13%[0.0914 µM]	-13	/	/

# These rows are one share of the data (hit frequency here may not be typical).
